Assay outcomes (PubChem BioAssay)
hERG protect: compounds protecting human hERG from proarrhythmic drug block; Q12809; CHO-hERG, FluxOR thallium flux, dofetilide IC70 present; activation (rescue from dofetilide block), less the hit threshold, % at 10 µM; 310,000 compounds, 0.51% hits; AID 1511;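 active = activation above the mean of controls blocked by dofetilide plus 5 SD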;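 note: thallium influx through hERG after potassium depolarization seen as dye fluorescence rise; in these data hits start at about 4.7%; inactives centre near -7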
RGS4 block: human RGS4 inhibition. AID 463165. 310,000 compounds, 0.45% hits. B-score at 10 µM. HEK293 M3R/RGS4 inducible, Fluo-4 calcium flux; hits give high values; triggered by carbachol at its EC20. P49798;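 active = B-score, a plate-corrected calcium signal, over three deviations above library mean, with baseline fluorescence within five deviations of library mean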;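 note: RGS4 expression induced by doxycycline in cells with stable M3 receptor; B-score is computed from the integrated fluorescence ratio over baseline after carbachol; higher B-score means a larger calcium signal and so more RGS4 inhibition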
KCNK3 inh: human KCNK3 channel inhibition, primary screen. 340,000 compounds, 0.84% hits. AID 602410. B-score at 10 µM. CHO-KCNK3 thallium flux, FluxOR fluorescence; hits give low values. O14649;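 active = B-score under library mean minus 4 SD, starting fluorescence ratio at most library mean plus 5 SD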;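 note: more negative B-score means stronger inhibition of thallium flux through KCNK3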
Target sequence (O14649 whole entry, looked up): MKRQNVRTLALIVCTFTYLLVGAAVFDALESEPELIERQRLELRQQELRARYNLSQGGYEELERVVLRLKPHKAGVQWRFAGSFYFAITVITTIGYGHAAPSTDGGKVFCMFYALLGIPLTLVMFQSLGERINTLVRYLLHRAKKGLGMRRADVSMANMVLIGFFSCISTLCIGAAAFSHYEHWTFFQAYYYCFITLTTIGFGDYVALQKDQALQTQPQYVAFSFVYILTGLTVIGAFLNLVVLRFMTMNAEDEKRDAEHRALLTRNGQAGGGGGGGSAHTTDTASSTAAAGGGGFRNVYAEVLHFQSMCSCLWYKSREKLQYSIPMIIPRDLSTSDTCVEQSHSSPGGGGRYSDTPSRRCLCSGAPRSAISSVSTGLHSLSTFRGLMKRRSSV
KCNQ1 act: potentiates or activates the human KCNQ1 potassium channel; AID 2648; B-score at 10 µM; 310,000 compounds, 0.35% hits; P51787; CHO-K1 KCNQ1, thallium flux FluxOR fluorescence; hits give high values;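 active = fluorescence ratio B-score, a plate-corrected score, at least three library SD, with initial intensity B-score within 5 SD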
Target sequence (P51787 whole entry, looked up): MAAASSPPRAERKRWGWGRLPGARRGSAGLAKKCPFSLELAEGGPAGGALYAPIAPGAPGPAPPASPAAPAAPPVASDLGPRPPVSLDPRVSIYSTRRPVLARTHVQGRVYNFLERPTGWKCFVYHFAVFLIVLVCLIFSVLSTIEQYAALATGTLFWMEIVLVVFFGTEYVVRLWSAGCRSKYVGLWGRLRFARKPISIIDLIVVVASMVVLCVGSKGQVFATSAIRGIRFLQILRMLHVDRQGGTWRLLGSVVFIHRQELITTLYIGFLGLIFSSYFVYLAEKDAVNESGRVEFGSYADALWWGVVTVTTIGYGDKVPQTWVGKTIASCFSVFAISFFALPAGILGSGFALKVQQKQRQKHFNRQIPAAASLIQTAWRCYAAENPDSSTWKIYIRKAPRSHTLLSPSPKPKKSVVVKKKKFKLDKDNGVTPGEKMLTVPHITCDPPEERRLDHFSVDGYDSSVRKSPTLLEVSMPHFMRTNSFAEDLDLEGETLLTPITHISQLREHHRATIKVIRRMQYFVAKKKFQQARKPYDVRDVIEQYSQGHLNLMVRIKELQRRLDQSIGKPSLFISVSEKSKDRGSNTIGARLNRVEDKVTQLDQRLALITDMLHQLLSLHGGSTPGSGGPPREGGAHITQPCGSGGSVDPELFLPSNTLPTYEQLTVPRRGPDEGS
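Medium – assay buffer, equal DMSO in all wells · Material – CHO-K1 cell line with stable KCNQ1 potassium channel expression · Signal – kinetic FluxOR thallium fluorescence, 10-s 1-Hz baseline, 110-s post-stimulus read · Compound – single concentration per compound, DMSO matched to controls · Schedule – 37 °C overnight plating, 90-min dark dye load, 20-min compound pretreatment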
RGS4 act: RGS4 potentiation or activation. HEK293 M3R/inducible RGS4, carbachol calcium flux Fluo4; hits give low values. B-score at 10 µM. 310,000 compounds, 0.92% hits. AID 463111;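 active = B-score of the integrated calcium signal more than 4 SD below the library mean, with starting fluorescence not abnormally high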;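 note: negative B-score means reduced calcium response which marks RGS4 activation or potentiation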
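System – HEK293 FlpIn-TREx cells, stable M3R, doxycycline-inducible RGS4 · Reagent – ECmax carbachol challenge · Times – compound preincubation 20 min at room temperature before agonist · Technique – Fluo4 fluorescence kinetic imaging of calcium · Measure – B score of integrated Fluo4 ratio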
Dyrk1A ADPGlo: inhibitors of rat Dyrk1A kinase. Q63470. ADP-Glo luminescence, NFATc1 peptide. inhibition, % at 12.5 µM. 310,000 compounds, 0.43% hits; in the data active = inhibition above about 50%;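 note: plate controls were vehicle with enzyme for no effect and no enzyme for full effect; many of its hits are not listed in these tables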
PolyA inh: inhibitors of polyadenylation in S. cerevisiae | S. cerevisiae SKY197-pL101 polyadenylation reporter, beta-gal luminescence; efflux-impaired pdr1/pdr3 knockout yeast; score 100 = 6 SD above DMSO | calls only at 12 µM | 300,000 compounds, 0.02% hits | AID 1875;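 active = lowest replicate activity score at least 50, where 100 means six control SD above control mean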;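 note: yeast exposed to compound for 9 h at 30 °C; higher score means more reporter readthrough which indicates perturbed polyadenylation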
KCNK9 inh: blocks the human KCNK9 two-pore domain potassium channel | HEK293 KCNK9, FluxOR thallium flux fluorescence; hits give low values | 310,000 compounds, 1.2% hits | Q9NPC2 | AID 488922 | B-score at 10 µM;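 active = ratio B-score over 3 SD below the library mean, with starting fluorescence within 5 SD of its mean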;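 note: negative B-score means less thallium flux so channel inhibition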
GSK3A inh: blocks human GSK-3 alpha kinase; inhibition, % at 10 µM; ADP-Glo luminescence, 60 min; 320,000 compounds, 0.1% hits; P49840;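 in the data active = inhibition above about 50%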;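 note: GST-tagged GSK-3 alpha with peptide substrate and 25 µM ATP; 0% = DMSO neutral wells and 100% = GW8510 positive control wells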
KCNQ1 inh: inhibitors of human KCNQ1 potassium channel; 310,000 compounds, 1.3% hits; P51787; CHO-K1 KCNQ1, FluxOR thallium flux fluorescence; hits give high values; AID 2642; B-score at 10 µM;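 active = compounds whose thallium flux B-score, printed positive for inhibition, exceeds three library SD while starting fluorescence stays within three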;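 note: channel opened by potassium depolarization with thallium stimulus after 20 min compound exposure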
GSK3beta inhib: blocks human GSK3beta kinase activity | P49841 | activity score (negative = inhibition), % at 10 µM | GST-GSK3beta kinase, ADP-Glo luminescence, 60 min; hits give low values | 300,000 compounds, 0.038% hits | AID 2097;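 active = more than half of replicate wells score below -50%, meaning over 50% inhibition versus plate controls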;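 note: 0% = median DMSO wells and -100% = median GW8510 positive control wells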
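test system = GST-tagged human GSK3beta kinase, cell-free | reagent = 25 µM ATP with peptide substrate | dosing = one dose of 10 µM per compound | schedule = 60 min reaction, RT | detection = luminescent ADP-Glo measurement of ADP formed | control set = DMSO neutral wells and GW8510 at 20 µM as positive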
Starred values were filed as active, the others as inactive; i = inactive; nt = no result given.

SMILES	hERG protect	RGS4 block	KCNK3 inh	KCNQ1 act	RGS4 act	Dyrk1A ADPGlo	PolyA inh	KCNK9 inh	GSK3A inh	KCNQ1 inh	GSK3beta inhib
CCCN1CCC(=O)N([C@H](COc2ccccc2)c2ccccc2)CC1	-3	i	i	i	i	6	i	i	-3	i	0
CC(C)c1ccc(NC(=O)[C@H](Cc2c[nH]c3ccccc23)NC(=O)[C@@H]2Cc3ccccc3CN2)cc1	-14	i	i	i	i	-1	i	i	1	i	1
O=C(COc1cc2oc(=O)c3c(c2cc1Cl)CCC3)NCCCn1ccnc1	-11	i	i	i	i	5	i	i	0	i	-1
C=CCn1c(O)c2ccc(C(=O)N=NC(=O)COc3ccccc3F)cc2c1O	-11	i	i	i	i	-5	i	i	12	i	-3
COCCn1cnc2c(c1=O)c1nc3ccccc3nc1n2/N=C/c1ccco1	-4	i	i	i	i	-1	i	i	3	i	1
C=CCn1c(-c2cnn(-c3ccccc3)c2N)n[nH]c1=S	-1	i	i	i	i	nt	i	i	2	i	2
CCN1C(=O)[C@H]2[C@@H](c3ccc(C)cc3)N3C(=O)N(c4ccc(OC)cc4)C(=O)[C@@]3(CC)[C@H]2C1=O	-5	i	i	i	i	-1	i	i	-2	i	-1
CCCc1cc(=O)oc2cc(OCC(=O)N3CCC(C(N)=O)CC3)ccc12	-6	i	i	i	i	4	i	i	-2	i	-2
O=C1c2ccccc2C(=O)N1CC(O)COc1ccc(Cl)cc1 (stereo not given)	-3	i	i	i	i	-6	i	i	-4	i	3
COc1ccc(-n2nnnc2-c2cnc(N3CCCC3)nc2C(F)(F)F)cc1	-15	i	i	i	i	3	i	i	0	i	-5
O=C(CCNc1cccc(C(F)(F)F)c1)c1ccco1	-4	i	i	i	i	-3	i	i	-2	i	-3
COc1cc(C(=O)NCCCNc2nc3c(C)cc(C)cc3cc2C#N)cc(OC)c1OC	-12	i	i	i	i	-7	i	i	-1	i	-4
COc1ccc(NS(=O)(=O)c2cc(NC(=O)C3CCCO3)ccc2N2CCCCC2)cc1 (stereo not given)	-6	i	i	i	i	-2	i	i	-2	i	0
Cc1cc(Cl)n2c(nc3cc(F)c(F)cc32)c1C#N	-12	7.5*	i	i	i	nt	i	i	nt	i	2
COc1ccc(OC(C)C(=O)N2CC(C)OC(C)C2)cc1 (stereo not given)	1	i	i	i	i	-5	i	i	-1	i	2
CC(C)(C)CN1CCNC(=O)C1CC(=O)N1CCC(C(=O)N2CCOCC2)CC1 (stereo not given)	-20	i	i	i	i	-6	i	i	0	i	4
O=[N+]([O-])c1ccc(C[n+]2cccc(O)c2)cc1	-3	i	i	i	i	-7	i	i	-4	i	2
COc1ccc(-c2cc(C(=O)Nc3cc(C)nn3-c3ccccc3)no2)cc1	-4	i	i	i	i	5	i	i	-3	i	-4
CCOc1cc(C(=O)Nc2nnc(C)s2)cc(OCC)c1OCC	-7	i	i	i	i	-3	i	i	-1	i	-4
CCC(C)C(=O)Nc1nc2c(s1)C(=O)CC(C)(C)C2 (stereo not given)	-7	i	i	i	i	5	i	i	-1	i	1
O=C(Nc1ccc(Cl)cc1)c1ccc2nsnc2c1	-9	i	i	i	i	-1	i	i	1	i	0
O=C(NCCCN1CCCC1=O)C1CCN(S(=O)(=O)c2cccc(C(F)(F)F)c2)CC1	-13	i	i	i	i	-3	i	i	0	i	3
CCc1ccc(C2=NN(CCC(=O)NCc3cccs3)C(=O)CC2)cc1	-12	i	i	i	i	0	i	i	-1	i	1
CCOC(=O)c1cc(C#N)c(N2CCN(C(=O)c3cccc(C(F)(F)F)c3)CC2)nc1C(F)(F)F	-11	i	i	i	i	nt	i	i	-1	i	2

An excerpt of these results, as a markdown table:
| molecule | hERG protect | RGS4 block | KCNK3 inh | KCNQ1 act | RGS4 act | Dyrk1A ADPGlo | PolyA inh | KCNK9 inh | GSK3A inh | KCNQ1 inh | GSK3beta inhib |
| --- | --- | --- | --- | --- | --- | --- | --- | --- | --- | --- | --- |
| CCOc1cc(C(=O)Nc2nnc(C)s2)cc(OCC)c1OCC | -7 | i | i | i | i | -3 | i | i | -1 | i | -4 |
| C=CCn1c(-c2cnn(-c3ccccc3)c2N)n[nH]c1=S | -1 | i | i | i | i | nt | i | i | 2 | i | 2 |

Remaining list, next part
SMILES	hERG protect	RGS4 block	KCNK3 inh	KCNQ1 act	RGS4 act	Dyrk1A ADPGlo	PolyA inh	KCNK9 inh	GSK3A inh	KCNQ1 inh	GSK3beta inhib
COc1ccccc1NC(=O)C(=O)N/N=C(\C)CC(=O)Nc1ccc(OCc2ccccc2)cc1	-4	i	i	i	i	1	i	i	nt	i	1
Cc1ccc2nnnc(-c3ccccc3)c2c1	-6	i	i	i	i	-3	i	i	0	i	4
CCOc1ccccc1/C=C(/NC(=O)c1ccccc1)C(=O)N1CCCCC1	-9	i	i	i	i	0	i	i	9	i	0
COc1ccc(CCN(C)CC(=O)Nc2c(C)cc(C)cc2C)cc1OC	-5	i	i	i	i	nt	i	i	-3	i	4
CCOC(=O)C1CCCN(C(=O)CN2C(=O)NC(C)(c3ccc4ccccc4c3)C2=O)C1 (stereo not given)	-13	i	i	i	i	-7	i	i	0	i	2
CC(C)N(CCCNC(=O)CC1Oc2ccccc2NC1=O)Cc1ccccc1 (stereo not given)	0	i	i	i	i	-7	i	i	-2	i	2
CCn1cc(C(=O)NCc2ccc(Cl)cc2)c(=O)c2cc(S(=O)(=O)N3CCOCC3)ccc21	-8	i	i	i	i	9	i	i	nt	i	0
O=S(=O)(/C=C/c1ccccc1)N1CCN(Cc2ccc3c(c2)OCO3)CC1	-9	i	i	i	i	-3	i	i	-7	i	-26
Cc1cccc(N2CC(C(=O)OCC(=O)c3ccc(OC(=O)c4cccs4)cc3)CC2=O)c1C (stereo not given)	-7	i	i	i	i	0	i	i	1	i	1
CC1(C)Cc2ccccc2C(=NCC(=O)O)N1	-11	i	i	i	i	-1	i	i	5	i	1
CCOc1cc(C2CC(=O)NC3=C2C(=O)C(C(=O)OC)C(C)C3)cc(Cl)c1O (stereo not given)	-11	i	i	i	i	-6	i	i	2	i	0
COc1ccccc1NC(=O)CSc1nnc(-c2ccc(NC(C)=O)cc2)n1C	-8	i	i	i	i	2	i	i	-1	i	1
COc1ccc(N2CCN(C(=O)CCS(=O)(=O)c3ccc4c(c3)NC(=O)CO4)CC2)cc1	-3	i	i	i	i	9	i	i	-2	i	4
Cc1ccc(S(=O)(=O)NNC(=O)c2ccccc2-n2cccc2)cc1	-10	i	i	i	i	9	i	i	-2	i	0
COc1ccccc1-c1nc(C#N)c(N2CCN(Cc3ccccc3)CC2)o1	-7	i	i	i	i	7	i	i	0	i	-1
CC(=O)Nc1ccc(OCC(O)Cn2cnc3ccccc32)cc1 (stereo not given)	-9	i	i	i	i	2	i	i	nt	i	-2
Cc1cc(NC(=O)CSc2nc3ccccc3n2CC(=O)N2CCCCC2)no1	-10	i	i	i	i	-2	i	i	nt	i	0
O=S(=O)(NCCN1CCOCC1)c1cccc(C(F)(F)F)c1	-12	i	i	i	i	2	i	i	-1	i	-3
COc1ccc2cc(C3CC(c4ccco4)=NN3C(=O)CCC(=O)O)c(Cl)nc2c1 (stereo not given)	-15	i	i	i	i	-1	i	i	-2	i	1
CC(C)(C)C(=O)[C@H]1[C@H](c2ccccc2)[C@@]2(N=C(c3ccccc3)OC2=O)C2c3ccccc3C=NN21 (stereo not given in full)	-18	i	i	i	i	3	i	-9.7*	nt	i	-2
CC(C)c1ccccc1NC(=S)NCc1ccccc1F	-7	i	i	i	i	0	i	i	-1	i	3
Cc1ccc(C(=O)N/C(=C\c2ccc3c(c2)OCO3)C(=O)N2CCOCC2)cc1	-12	i	i	i	i	2	i	i	-1	i	0
COc1ccc(Br)cc1CN(C)C(=O)c1cc(Cl)c2c(c1)OCCO2	-6	i	i	i	i	-7	i	i	0	i	2
COc1ccc(C(=O)Nc2ccccc2NC(=O)c2ccco2)cc1OC	-14	i	i	i	i	6	i	i	-2	i	-1
CCOc1ccc(NC(=O)CN(C)CC(=O)NC2CCCc3ccccc32)cc1OCC (stereo not given)	-8	i	i	i	i	0	i	i	-3	i	-23
C[C@H](NC(=O)C1CCN(S(=O)(=O)c2ccccc2)CC1)C(=O)NCc1ccc(Cl)c(Cl)c1	-7	i	i	i	i	-3	i	i	-1	i	2
Cc1ccc(C)c(N2CCN(C(=O)Cc3ccc(NC4=NC5CS(=O)(=O)CC5S4)cc3)CC2)c1 (stereo not given)	-8	i	i	i	i	1	i	i	0	i	0
O=C(N[C@@H](Cc1c[nH]c2ccccc12)C(=O)NC1CC1)c1ccccc1Cl	-8	i	i	i	i	6	i	i	-1	i	2
O=C(/C=C/c1ccc(Br)cc1)NC(=S)Nc1ccc(S(=O)(=O)Nc2nccs2)cc1	-7	i	i	i	i	-4	i	i	-1	i	-2
CC(=O)NC12CC3CC(C1)CC(C(=O)N1CCN(c4ncccn4)CC1)(C3)C2	-8	i	i	i	i	0	i	i	-2	i	1
CNC[C@H](O)c1cccc(O)c1	-4	i	i	i	i	5	i	i	0	i	2
O=C(OCC(=O)N1CCc2ccccc2C1)c1cccs1	0	i	i	i	i	3	i	i	-1	i	2
Cc1cc(C)c(NC(=O)CN2C(=O)CC(C)S(=O)(=O)c3ccccc32)c(C)c1 (stereo not given)	-2	i	i	i	i	4	i	i	1	i	-2
C=COCCNC(=S)Nc1ccccc1	0	i	i	i	i	3	i	i	1	i	-1
CC(C)c1ccc(NC(=O)CCN2C(=O)[C@@H]3Cc4ccccc4CN3C2=O)cc1	-10	i	i	i	i	nt	i	i	-1	i	2
COc1ccc(NC(=O)CN2C(=O)C(C)Oc3ccccc32)cc1OC (stereo not given)	-13	i	i	i	i	0	i	i	2	i	-1
CC1Cc2ccccc2N1C(=O)Cn1cnc2c1c(=O)n(C)c(=O)n2C (stereo not given)	-9	i	i	i	i	-8	i	i	2	i	-15
CN(CC1CCOCC1)C(=O)CC1C(=O)NCCN1Cc1cccc(F)c1 (stereo not given)	-5	i	i	i	i	-4	i	i	-2	i	0
Cc1cccc(NC(=O)[C@@H](CC(C)C)NC(=O)[C@@H]2Cc3ccccc3CN2)c1	-5	i	i	i	i	6	i	i	-1	i	-5
O=C(CSc1nnc(-c2ccncc2)s1)Nc1ccccc1	-7	i	i	i	i	4	i	i	-1	i	-4

This is a subset (hit frequency here may not be typical).
